Integrin act MD = integrin-mediated muscular dystrophy alleviation activation; alpha7betagal myoblasts, beta-gal FDG fluorescence, 48 h; Potency, µM (highest dose often 38.3 µM), without a hit: at the top dose activation, most hits filed as activators; 0.064% of 350,000 active;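 also: potency is read from the fitted curve at half-maximal effect; 100% = response of the positive control SU9516; nearly all actives have a fitted effect of over 60% in size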
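Alpha7betagal+/- myoblasts (passage 13) were plated 16-24 hr, then exposed to compounds (1:260 dilution of DMSO stock) for 48 hours at 37C. After MPER lysis, β-galactosidase reporter activity was read as FDG fluorescence (ex 480/em 540) after 30 minutes.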
ASM inhibitor = human S-ASM enzyme inhibition; placental ASM, HMU-PC fluorogenic substrate, 60 min; Potency, µM (top dose mostly 57.5 µM), inactives show at the highest dose activity change, negative = inhibition, most hits filed as inhibitors; 0.006% of 340,000 active; also: potency is read from the fitted curve at half-maximal effect
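Human placenta-derived ASM enzyme was preincubated with compound for 10 minutes at room temperature, then given fluorogenic substrate HMU-PC0 (9 uM final) for 60 minutes at 37 °C; a pH 10 stop preceded fluorescence reading at Ex 386/Em 447 nm.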
Eya2 phos inh = Eya2 (human) phosphatase inhibition; recombinant Eya2, OMFP fluorescence dephosphorylation (OMFP is methylfluorescein phosphate); Potency, µM (top dose mostly 76.9 µM), inactives show at the highest dose activity, negative = inhibition, usual class: inhibitors; 0.006% of 330,000 active; also: potency is read from the fitted curve at half-maximal effect; % is scaled to controls: 0 for no effect and ±100 for the full control effect
Target sequence (O00167 whole entry, looked up): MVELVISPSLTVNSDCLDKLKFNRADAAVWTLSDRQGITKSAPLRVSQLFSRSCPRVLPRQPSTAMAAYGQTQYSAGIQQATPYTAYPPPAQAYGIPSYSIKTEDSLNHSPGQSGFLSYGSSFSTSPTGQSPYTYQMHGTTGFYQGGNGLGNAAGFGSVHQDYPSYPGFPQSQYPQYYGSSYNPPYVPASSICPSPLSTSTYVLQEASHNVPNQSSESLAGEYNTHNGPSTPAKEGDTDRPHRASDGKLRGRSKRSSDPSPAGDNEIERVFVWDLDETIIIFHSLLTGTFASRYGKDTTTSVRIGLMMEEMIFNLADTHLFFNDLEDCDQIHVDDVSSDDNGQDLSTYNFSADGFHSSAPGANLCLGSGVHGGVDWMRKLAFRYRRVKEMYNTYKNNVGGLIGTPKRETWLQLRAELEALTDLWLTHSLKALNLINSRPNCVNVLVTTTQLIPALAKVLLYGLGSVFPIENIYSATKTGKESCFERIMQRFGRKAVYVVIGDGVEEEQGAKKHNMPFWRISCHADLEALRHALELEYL
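Eya2 (0.2 uM) preincubated 10 min at ambient with compound, then OMFP substrate added at 50 uM; 10 min reaction in 50 mM HEPES pH 7.5, 50 mM NaCl, 5 uM MgCl2, 0.05% BSA, 1 mM DTT. Fluorescence read at Ex 485/Em 525 nm.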
uPA generation = cell surface uPA generation inhibition. cell surface uPA generation assay, qHTS. Potency, µM (series often up to 38.3 µM), without a hit: at the top dose activity change, negative = inhibition, actives largely listed as inhibitors. 0.31% of 330,000 active. AID 540303; active = well fitted inhibition curve with a large enough effect; inconclusive = small, poorly fitted or top-dose-only effect; inactive = no such curve, though single readings can be large or run the other way; tested in mouse RAW 264.7 cells; also: potency is read from the fitted curve at half-maximal effect; % is scaled to controls: 0 for no effect and ±100 for the full control effect; nearly all actives have a fitted effect of over 55% in size
PTAP TSG101 blk = blocks PTAP/TSG101 interaction to inhibit HIV-1 budding; Fluorescence polarization, FITC-PTAP peptide / Tsg101 binding; Potency, µM (doses to about 115 µM), for the others: top-dose activity change, negative = inhibition, actives largely listed as inhibitors; 340,000 tested, under 10 active; AID 493005; active = well fitted inhibition curve with a large enough effect in the main read-out, with a control signal flat, not every such curve was filed as active; inconclusive = small, poorly fitted or top-dose-only effect, or effect the other way, or a change in a side signal; inactive = no such curve, though single readings can be large or run the other way; also: potency is read from the fitted curve at half-maximal effect; % of control where 0% means no effect
Target sequence (Q99816 whole entry, looked up): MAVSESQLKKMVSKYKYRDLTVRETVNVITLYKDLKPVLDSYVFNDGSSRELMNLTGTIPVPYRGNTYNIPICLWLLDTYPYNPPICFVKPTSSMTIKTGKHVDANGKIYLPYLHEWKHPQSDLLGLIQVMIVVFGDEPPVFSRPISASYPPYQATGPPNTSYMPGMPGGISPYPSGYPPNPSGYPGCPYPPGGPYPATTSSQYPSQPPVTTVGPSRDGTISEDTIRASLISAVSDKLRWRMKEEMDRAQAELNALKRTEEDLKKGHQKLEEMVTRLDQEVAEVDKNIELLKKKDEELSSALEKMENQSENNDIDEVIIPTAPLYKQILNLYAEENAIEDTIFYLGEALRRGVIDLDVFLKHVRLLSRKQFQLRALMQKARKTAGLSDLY
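Fluorescence polarization binding of Tsg101 binding domain (10 uM final) to FITC-labeled PTAP peptide (50 nM final) in HEPES pH 7.5 buffer with NaCl, Tween 20, EDTA, TCEP. Compounds added before peptide; binding 20 min at RT.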
TRPV1 ag = human TRPV1 agonism. TRPV1-expressing cells, Fluo-8 calcium influx, agonist mode. activation, % at 8.33 µM. 0.19% of 320,000 active; in the data active = activation above about 80%; inconclusive = between about 30% and that limit; also: 0% is about no effect
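Fluo-8 calcium influx in TRPV1-expressing cells, kinetic read (ex 480/em 520 nm). Compound added and read 3 min for agonist activity, followed by capsaicin at EC20 final and 2 min further read for enhancement.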
USP2a inh = USP2a (human) protease inhibition; O75604; USP2 core, Ub-CHOP2 coupled fluorogenic reporter, 485/531; Potency, µM (highest dose often 38.3 µM), without a hit: at the top dose activity change, negative = inhibition, hits mostly inhibitors; 0.01% of 330,000 active;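 also: potency is read from the fitted curve at half-maximal effect; plate controls were DMSO wells for no effect and full inhibition by NEM control for full effect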
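Deubiquitinase activity read as fluorescence (485/531 nm) after Ub-CHOP2 cleavage activates the enterokinase reporter on its substrate; USP2 core 10nM, Ub-CHOP2 and substrate 25nM each, 30min compound preincubation then 60min RT; data normalized to NEM, curves fitted.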
BRCA1 expr act = increases BRCA1 expression; MCF7-BRCA1-FFLuc reporter, luminescence, 48 h; response scale: scaled: vehicle 0%, 10 µM genistein 100%; Potency, µM (titrated, usually from 46.1 µM), for the others: at the highest dose activation, hits mostly activators; 1.1% of 380,000 active; AID 624202; also: potency is read from the fitted curve at half-maximal effect; nearly all actives have a fitted effect of over 80% in size; some results filed as inactive show a strong effect at the top dose
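Cells: MCF7-BRCA1-FFLuc, 2000/well. Exposure: 48 h, 37 °C, 5% CO2. Read: luminescence, 15 min post-substrate. Controls: genistein 10 microM (maximal activation), DMSO (neutral).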
p53 reactivation = mutant p53 re-activation in reporter cells; H1299 p53-A138V BP100-luciferase reporter, luminescence, 24 h; Potency, µM (titrated, usually from 92.2 µM), without a hit: at the top dose activity change, positive = activation, hits mostly activators; 0.063% of 320,000 active; also: potency is read from the fitted curve at half-maximal effect; % of control where 0% means no effect; nearly all actives have a fitted effect of over 45% in size
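p53-null H1299 cells stably carrying temperature-sensitive p53-A138V and a BP100-luciferase reporter were pinned with compounds (4-point, 1:5 series) and held 24 hrs at 37 deg C. Luminescence was read 10 min after detection reagent.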
ELG1 genotox = induces genotoxicity in HEK293T cells with luciferase-tagged ELG1. HEK293T ELG1-luciferase reporter, luminescence, 16 h. Potency, µM (doses to about 46 µM), inactives show at the top dose activity change, positive = activation, hits mostly activators. 1.3% of 330,000 active; also: potency is read from the fitted curve at half-maximal effect; % of control where 0% means no effect; nearly all actives have a fitted effect of over 60% in size
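DMSO vehicle served as control against compound-treated ELG1-luciferase HEK293T cells; exposure lasted 16 hr at 37 °C and 5% CO2, followed by ONE-Glo luminescence detection after 30 min.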
B2AR arrestin = beta2AR (human) beta-arrestin recruitment activity; Potency, µM (top dose mostly 46.1 µM), without a hit: at the highest dose activation, most hits filed as activators; P07550; 0.02% of 330,000 active; AID 492947; beta-arrestin recruitment to beta2AR, cell-based reporter;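 also: potency is read from the fitted curve at half-maximal effect; 0% = DMSO controls and full agonism = EC100 isoproterenol or metaproterenol; nearly all actives have a fitted effect of over 65% in size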
Starred values were filed as active, the others as inactive; i = inactive; ? = inconclusive; / = not tested or not shown; & = joins results of further samples; [ ] = dose if it differs, or a comment. Unless noted, calls follow the shape of the dose curve; as a rule, active = well fitted curve in the direction sought with a large enough effect; inconclusive = small, poorly fitted or top-dose-only effect, or another doubt; inactive = no such curve, though single readings can be large; an effect the other way counts as inactive or inconclusive.

SMILES	Integrin act MD	ASM inhibitor	Eya2 phos inh	uPA generation	PTAP TSG101 blk	TRPV1 ag	USP2a inh	BRCA1 expr act	p53 reactivation	ELG1 genotox	B2AR arrestin
O=C(CNCCC1=CCCCC1)Nc1ccccc1N1CCCCCC1	-2%	-3%	-14%	4%	0%	?	1%	-14%	5%	-6%	-2.0%
CC(C)CCN1CCN(C2CCN(c3ccccc3)CC2)CC1CCO (stereo not drawn)	0%	-3%	0%	-8%	1%	-1	1%	-7%	2%	-1%	-1.0%
CCCn1c(SCC(=O)Nc2cc(C(=O)O)ccc2C)nc2sc3c(c2c1=O)CCC3	-24%	-1%	10%	-3%	-2%	1	1%	-2%	-4%	2%	0.1%
CCc1cc(C(=O)c2ccc(OC)cc2)c(NC(=O)COCC(=O)O)s1	3%	12%	1%	2%	1%	-3	-1%	6%	-3%	-3%	0.1%
O=P(c1ccccc1)(c1ccccc1)c1nc(-c2ccccc2)oc1N1CCOCC1	-24%	5%	-1%	0%	-3%	?	0%	-12%	-6%	1%	-0.2%
CC(CCc1ccccc1)NC(=O)CN1C(=O)NC2(CCCCC2)C1=O (stereo not drawn)	-10%	-1%	3%	-9%	0%	1	4%	-5%	0%	3%	-0.1%
COc1ccc(C(C)(C)C)cc1NC(=O)c1ccc2ncsc2c1	4%	-3%	-5%	3%	-1%	23	2%	15%	9%	21%	0.0%
CCOC(=O)CC1COCCN1C(=O)CCc1nnc(-c2ccsc2)o1 (stereo not drawn)	5%	1%	-3%	-3%	0%	0	4%	25%	7%	6%	-0.1%
COc1ccc(C(=O)CN2C(=O)NC3(CCCCCC3)C2=O)c(OC)c1	1%	-1%	-3%	-1%	0%	-2	0%	?	-3%	?	0.1%
O=C1NC(Cc2ccc(O)cc2)c2nc3ccc(F)cc3c(=O)n2-c2cc(Cl)ccc21 (stereo not drawn)	18%	7%	/	0%	-2%	/	/	24%	/	/	/
CCCc1nnc(NC(=O)CCC(=O)N2CCN(Cc3ccccc3)CC2)s1	16%	-1%	-8%	-5%	-7%	-3	-2%	11%	2%	-2%	0.1%
COc1ccc2cc(CN(CC3COCCO3)S(=O)(=O)c3c(C)cc(C)cc3C)c(=O)[nH]c2c1 (stereo not drawn)	/	/	7%	/	/	1	-1%	/	0%	-2%	0.0%
CC(C)C1OC2(C)OC(=N)C1(C#N)C(C#N)(C#N)C2c1ccccc1 (stereo not drawn)	6%	i	-10%	-10%	-1%	2	4%	-25%	1%	0%	-1.1%
Cc1ccc(NC(=O)COc2cccc3c2OC(C)(C)C3)c(O)c1	-17%	1%	-10%	2%	-4%	?	0%	-27%	8%	0%	-0.6%
COc1ccc(C(=O)N/C(=C\c2cccs2)c2nc3ccccc3[nH]2)cc1OC	-17%	26%	-3%	/	-8%	6	-7%	2%	0%	-2%	0.0%
Cc1cccc(C)c1NC(=O)CNC(=O)CCCN1C(=O)c2cccc3cccc(c23)C1=O	0%	-3%	8%	3%	0%	-4	2%	6%	-10%	7%	-0.6%
COc1cc(OC)cc(C(=O)NCC(=O)Nc2ccc(-c3ccccc3)cc2)c1	-11%	-12%	2%	-16%	1%	4	-10%	28%	?	?	0.7%
COc1ccc(Cc2c(O)nc(SCC(=O)NC34CC5CC(CC(C5)C3)C4)[nH]c2=O)cc1	24%&3%	-1%&8%	6%&4%	3%&3%	-4%&-3%	0&6	-1%&0%	-3%&-31%	-3%&0%	0%&0%	-0.1%&-0.2%
O=C(CN(CC1CCCO1)C(=O)Cn1nnc(-c2ccc(F)cc2)n1)NC1CCCCC1 (stereo not drawn)	-60%[inhibitor][7.66 µM]	0%	-4%[15.4 µM]	/	-9%	0	-2%	-1%	-9%	-2%	-0.8%
O=C(NCCc1ccccc1)C(=O)NCC1OCCCN1S(=O)(=O)c1cc(F)ccc1F (stereo not drawn)	?	5%	1%	-3%	/	-2	1%	-7%	13%	-7%	-0.2%
Cc1cc(NC(=O)c2cccc(S(=O)(=O)N3c4ccccc4CC3C)c2)no1 (stereo not drawn)	1%	-10%	-5%	9%	-2%	-2	1%	-27%	-4%	-11%	0.8%
CN(C)S(=O)(=O)c1ccc(S(=O)(=O)Nc2ccc3c(c2)oc2ccccc23)cc1	-4%	?	-11%	8%	1%	2	-2%	0%	-7%	0%	-0.1%
COc1ccccc1C1C(C(=O)c2ccco2)=C(O)C(=O)N1c1cc(C)on1 (stereo not drawn)	13%	-4%	6%	-8%	-2%	1	2%	-3%	4%	-18%	-1.1%
COc1ccc(NC(=O)C(NC(=O)CNC(C)=O)c2ccc(C)cc2)cc1 (stereo not drawn)	27%	1%	6%	-3%	-1%	3	6%	-10%	2%	-7%	-0.3%
CSc1ccc(/C=N/Nc2nc(C)cc(=O)[nH]2)cc1	20%	3%	-5%	-10%	-1%	6	-1%	64%	26%	10%	0.0%

Entries above with four or more nitrogen atoms (four):
SMILES	Integrin act MD	ASM inhibitor	Eya2 phos inh	uPA generation	PTAP TSG101 blk	TRPV1 ag	USP2a inh	BRCA1 expr act	p53 reactivation	ELG1 genotox	B2AR arrestin
CCCc1nnc(NC(=O)CCC(=O)N2CCN(Cc3ccccc3)CC2)s1	16%	-1%	-8%	-5%	-7%	-3	-2%	11%	2%	-2%	0.1%
CC(C)C1OC2(C)OC(=N)C1(C#N)C(C#N)(C#N)C2c1ccccc1 (stereo not drawn)	6%	i	-10%	-10%	-1%	2	4%	-25%	1%	0%	-1.1%
O=C(CN(CC1CCCO1)C(=O)Cn1nnc(-c2ccc(F)cc2)n1)NC1CCCCC1 (stereo not drawn)	-60%[inhibitor][7.66 µM]	0%	-4%[15.4 µM]	/	-9%	0	-2%	-1%	-9%	-2%	-0.8%
CSc1ccc(/C=N/Nc2nc(C)cc(=O)[nH]2)cc1	20%	3%	-5%	-10%	-1%	6	-1%	64%	26%	10%	0.0%

Other records.
SMILES	Integrin act MD	ASM inhibitor	Eya2 phos inh	uPA generation	PTAP TSG101 blk	TRPV1 ag	USP2a inh	BRCA1 expr act	p53 reactivation	ELG1 genotox	B2AR arrestin
Nc1ccc2nc(CCCCCCCCc3nc4ccc(N)cc4[nH]3)[nH]c2c1	?	?	-3%	4%	2%	0	-11%	47%	-3%	0%	0.2%
CCc1ccccc1NC(=O)c1nnn(CC(=O)Nc2cccc(C)c2C)c1N	-26%	-1%	-11%	-1%	-10%	/	2%	9%	-1%	2%	-0.6%
CCC1CCCCN1S(=O)(=O)c1ccc(S(=O)(=O)N2CCN(S(=O)(=O)CC)CC2)cc1 (stereo not drawn)	-38%	1%	-10%	1%	0%	3	5%	-11%	0%	0%	0.1%
O=C(CSc1nc(O)cc(=O)[nH]1)N1c2ccccc2Sc2ccccc21	-14%	3%	4%	-3%	-2%	0	-2%	7%	-3%	-3%	-1.1%
CCCC/C=C/C(NC(=O)c1ccc(-c2ccccc2)cc1)c1ccccc1 (stereo not drawn)	-14%	-1%	/	-6%	2%	/	/	-35%	/	/	/
COc1cccc(/C=C(\C)C(=O)c2c(C)cc(C)[nH]c2=O)c1OC	-23%	-2%	3%	?	2%	0	4%	0%	-5%	-2%	0.3%
O=C(Cn1ncnn1)OCc1ccccc1Cl	4%	-2%	-4%	1%	-4%	1	2%	-3%	-2%	1%	-0.3%
N#Cc1cnn2cc(-c3ncc(C(F)(F)F)cc3Cl)cnc12	0%	3%	9%	/	-9%	1	1%	46%	1%	1%	0.2%
O=c1c2ccccc2nc(SCc2cccc(F)c2)n1C1CCCC1	-23%	-12%	2%	0%	0%	7	1%	-60%	-34%[inhibitor]	2%	-0.5%
O=C(COC(=O)c1ccccc1Nc1ccc(SC(F)F)cc1)NCc1ccco1	6%	-7%	-20%	-10%	-3%	13	-6%	?	21%	-3%	-0.3%

Assay outcomes deposited in PubChem BioAssay by National Center for Advancing Translational Sciences (NCATS).

The order is random. Share with any hit: about 2.6%.
